MCF10A rerep = inducers of DNA re-replication in MCF 10A breast cells. MCF 10A DNA re-replication, Hoechst nuclear intensity, 48 h. Potency, µM (series often up to 46.1 µM), inactives show at the highest dose activity, positive = re-replication, hits mostly activators. 2.9% of 350,000 active. AID 624296; also: potency is read from the fitted curve at half-maximal effect; % of control where 0% means no effect; nearly all actives have a fitted effect of over 50% in size
Nrf2 inh = blocks Nrf2 signaling | Potency, µM (doses to about 46 µM), without a hit: top-dose activity change, negative = inhibition, actives largely listed as inhibitors | A549 ARE-Fluc reporter, luciferase luminescence, 18-24 h | 2.1% of 360,000 active; also: potency is read from the fitted curve at half-maximal effect; % is scaled to controls: 0 for no effect and ±100 for the full control effect; nearly all actives have a fitted effect of over 60% in size
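Quantitative HTS in A549 cells stably bearing an antioxidant response element-firefly luciferase construct. Inhibition of Nrf2-driven transcription was scored by luminescence after 18-24 h of compound exposure at 37 °C.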
TGFb inhibitor = inhibitors of TGF-b signaling; HepG2 CAGA-GFP TGF-b/SMAD3 reporter, GFP fluorescence, 18 h; TGF-beta stimulated, 500 pg/mL final; Potency, µM (series often up to 46.1 µM), for the others: top-dose activity, negative = inhibition, hits mostly inhibitors; 1.2% of 410,000 active; AID 588855; also: potency is read from the fitted curve at half-maximal effect; % is scaled to controls: 0 for no effect and ±100 for the full control effect; nearly all actives have a fitted effect of over 65% in size
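HEPG2 CAGA-GFP, 1000 cells/well; 2 h settle, 37 C; cpd via pin tool; TGF-b 500 pg/mL final; 18 h, 37 C; GFP imaging ex488/em500-530; %Activity normalised to -TGF-b and +DMSO controls; CRC fit, curve class.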
ATXN2 expr inh = inhibitors of ATXN2 expression; HEK-293 ATXN2-luciferase reporter, luminescence, 24 h; Potency, µM (titrated, usually from 57 µM), without a hit: top-dose activity change, negative = inhibition, most hits filed as inhibitors; 0.72% of 360,000 active; AID 1745845; also: potency is read from the fitted curve at half-maximal effect; % is scaled to controls: 0 for no effect and ±100 for the full control effect; nearly all actives have a fitted effect of over 55% in size
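qHTS (up to 57 uM final) was run with 24 h compound exposure of reporter cells at 37 °C. Each well was multiplexed: SteadyGlo luminescence measured ATXN2-luciferase expression after a fluorogenic Gly-Phe-AFC viability readout (25 uM final).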
A549 viability = counter-screen for Nrf2 inhibitors: cytotoxicity in A549 cells | A549 ARE-Fluc cells, CellTiter-Fluor viability, 18-24 h | Potency, µM (series often up to 46 µM), inactives show top-dose activity change, negative = cytotoxicity, most hits filed as inhibitors | 0.16% of 390,000 active | AID 504648; also: potency is read from the fitted curve at half-maximal effect; % is scaled to controls: 0 for no effect and ±100 for the full control effect
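A549 ARE-Fluc cells in 5% FBS OPTI-MEM, 5000 cells/well, rested 2 h then exposed to compounds in concentration-response for 18-24 h at 37 °C. Viability by CellTiter-Fluor fluorescence (Ex 405/Em 525) after 30 min; luciferase luminescence (BugLite, 15 min, RT) read afterwards.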
Nrf2 activator = activators of Nrf2 (ARE) signaling. AREc32 ARE-luciferase reporter (MCF7-derived line), luminescence, 24 h. Potency, µM (series often up to 46.1 µM), without a hit: at the highest dose activation, hits mostly activators. 0.31% of 410,000 active; also: potency is read from the fitted curve at half-maximal effect; % of control where 0% means no effect; nearly all actives have a fitted effect of over 65% in size
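Reporter line AREc32 (ARE-Fluc), seeded overnight in OPTI-MEM with 5% FBS; compound pin-transferred, 24 hr at 37 deg C, 5% CO2; luminescent read-out.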
HepG2 viability = counter-screen for TGF-b inhibitors: cytotoxicity in HepG2 cells; 0.76% of 410,000 active; AID 588856; HepG2 CAGA-GFP viability, ATP luminescence, 18 h; Potency, µM (series often up to 46.1 µM), for inactives: at the highest dose activity change, negative = cytotoxicity, most hits filed as cytotoxic; also: potency is read from the fitted curve at half-maximal effect; some results filed as inactive show a strong effect at the top dose
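CellTiter-Glo luminescence gave cytotoxicity after 18 hours at 37 degrees C. The cells were HepG2 CAGA-GFP in 1% FBS DMEM, stimulated with 500 pg/mL TGF-beta after compound addition. %Activity was normalised to no-cell wells (complete cell-killing) and DMSO (no toxicity), and curves were fitted and classified.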
ATXN viability = reduces viability in counter-screen for ATXN expression inhibitors; S2 cells (HEK-293 line with an ATXN2-luciferase reporter) viability, CellTiter-Fluor protease fluorescence, 24 h; Potency, µM (highest dose often 56.7 µM), hits mostly cytotoxic; 0.49% of 400,000 active; AID 651635; also: potency is read from the fitted curve at half-maximal effect; nearly all actives have a fitted effect of over 40% in size
IL1B secr inh = inflammasome signaling inhibition, IL-1 beta readout. THP-1 LPS/ATP IL-1B secretion, AlphaLISA, 16 h; active compounds read low. activity change, % at 57.5 µM. 4.7% of 360,000 active; in the data active = activity change below about -50%; inconclusive = mostly about -30% to -49%; also: % is scaled to controls: 0 for no effect and ±100 for the full control effect
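THP-1 cells pretreated 1 hr with compounds (up to 57.5 uM final), then stimulated with LPS (250 ng/mL final) plus ATP (1.25 mM final); secreted IL-1B measured by AlphaLISA after 16 hr, decreased signal indicating inhibition.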
Starred values were filed as active, the others as inactive; i = inactive; ? = inconclusive; · = no result given; & = joins results of further samples; [ ] = remark or other dose. Unless noted, calls follow the shape of the dose curve; as a rule, active = well fitted curve in the direction sought with a large enough effect; inconclusive = small, poorly fitted or top-dose-only effect, or another doubt; inactive = no such curve, though single readings can be large; an effect the other way counts as inactive or inconclusive.

mol	MCF10A rerep	Nrf2 inh	TGFb inhibitor	ATXN2 expr inh	A549 viability	Nrf2 activator	HepG2 viability	ATXN viability	IL1B secr inh
Cc1ccc(C)c(OCc2ccc(C(=O)N3N=C(C(F)F)CC3(O)C(F)F)o2)c1 (stereo not given)	?	?	0%	-25%	-7%	0.6%	-43%	i	?
CCOC(=O)N1CCN(C(=O)CCn2c(=S)[nH]c3ccsc3c2=O)CC1	-7%	?	0%	·	-1%	-0.3%	1%	i	30
O=C(NCc1c(F)cccc1F)c1cc(COc2c(F)cccc2F)on1	8%	?	-8%	34%[activator]	18%	10%	-19%	i	-4
CCc1nc(SCC(=O)N2CCN(C(=O)c3ccco3)CC2)c2c3c(sc2n1)CCCC3	?	-22%	-12%	?	6%	-1.2%	-18%	i	22
CCN(CCNC(=O)C1CCC(=O)N1Cc1ccc(C)cc1)c1ccccc1 (stereo not given)	0%	0%	-19%	·	0%	0.5%	-5%	·	-1
COc1ccccc1NC(=S)NCCSc1ccc(C)cc1	-7%	-14%	?	5%	-4%	0.1%	-8%	i	-14
Cc1c(C(=O)N2CCOCC2)sc(NC(=O)c2ccc([N+](=O)[O-])cc2)c1C#N	-1%	?	23%	?	-26%	-0.1%	7%	?	44
O=C(O)CC1Sc2nnc(COc3ccc(Cl)cc3)n2N=C1c1ccccc1 (stereo not given)	11%	21%	5%	25%	-2%	-0.3%	19%	i	16
CC(C)(C)c1cc(OC(=O)C2CCCC2)ccc1O	?	-18%	?	-11%	-15%	?	-54%	i	?
Cc1ccc2c(c1)N(Cc1ccccc1)C(=O)C(C)O2 (stereo not given)	·	·	-1%	17%	·	-0.2%	-12%	i	61
COC(=O)C1(Cc2cc(-c3cccc(Br)c3)no2)CCN(C(=O)OC(C)(C)C)CC1	?	-13%	?	-17%	0%	5.6%	2%	?	-7
CCC(C)NC(=O)C1c2cc(OC)c(OC)cc2C(=O)N(C)C1c1cccs1 (stereo not given)	1%	-4%	3%	18%	-17%	0.1%	-4%	i	27
Cc1ccc(C(=O)c2ccc([N+](=O)[O-])cc2)cc1	-2%	-8%	-10%	7%	3%	-0.3%	-7%	i	?
CCOC(=O)c1cc(NC(=O)CSc2nnc(CN3CCOCC3)n2C)ccc1Cl	0%	-24%	-11%	-9%	-1%	-0.1%	-2%	i	-1
CCC(=O)c1c(NC(CC)CO)cc(C)oc1=O (stereo not given)	-2%	-15%	22%	-13%	12%	-0.4%	-13%	i	11
CN(C)CCCNc1nc(N)c([N+](=O)[O-])c(NCc2ccccc2)n1	16%	?	-6%	-28%	0%	0.0%	-24%	i	-29
O=C(CSCc1ccc(Cl)cc1)N/N=C/c1ccc(OCC(=O)Nc2ccccc2)cc1	2%	?	0%	4%	-5%	0.3%	-3%	i	-9
Cn1c2c(c(=O)n(C)c1=O)C(C(F)(F)F)(C(F)(F)F)N=C(C1CCCCC1)N2	?	?	-4%	-7%	-4%	-0.3%	1%	i	-11
COc1ccc(CN(C(=O)c2cccs2)c2ccccc2C(=O)O)cc1	-3%	3%	11%	·	7%	0.1%	3%	i	12
COc1cc(C2C=C(c3cccs3)Nc3ncnn32)cc(OC)c1OC (stereo not given)	?	?	55%[activator]	?	?	7.8%	1%	·	-4
COc1ccc(NCC(=O)Nc2cc(S(=O)(=O)N3CCOCC3)ccc2N2CCOCC2)c(OC)c1	1%	-26%	-8%	·	-2%	-1.0%	-14%	i	1
CN1C(=S)SC2CS(=O)(=O)CC21 (stereo not given)	-4%	-7%	-1%	-1%	-4%	0.2%	-8%	i	·
O=C(CSc1nccc(=O)[nH]1)NCc1ccc(Cl)cc1	0%	5%	-2%	-20%	3%	0.3%	-31%	i	-2
O=C1CN(C(=O)CNC(=O)c2ccccc2Cl)c2ccccc2N1	-5%	1%	-25%	-8%	5%	0.8%	3%	i	22
CC(C)(C)NC(=O)CN(C(=O)CCC(=O)Nc1nccs1)c1ccc(F)cc1	-5%	-9%	0%	20%	1%	0.5%	-19%	?	0
COC(=O)c1nn(-c2ccc(OC)cc2)c(=O)cc1Oc1ccccc1	0%	2%	-24%	2%	10%	-0.8%	1%	i	-16
COc1ccc(C[C@@H]2CN3C(=NC[C@@H]3C)N2C[C@H](C)NC(=O)CCC2CCCCC2)cc1	4%	20%	-7%	6%	-12%	3.2%	-1%	i	7
Cn1c(=O)c(/C(N)=N/OC(=O)c2ccccc2)cn(-c2ccccc2)c1=O	5%	-21%	0%	-16%	1%	6.4%	23%	i	-4
CCOC(=O)C(C)Oc1ccc(=O)n(-c2ccccc2)n1 (stereo not given)	?	·	-8%	-6%	-1%	-0.6%	16%	i	11
CN(C)c1ccc(N=Nc2ccc(S(N)(=O)=O)cc2)cc1	0%	?	4%	42%[activator]	?	2.9%	-2%	i	-24
CCOC(=O)C1=C(CNCc2ccccc2Cl)NC(=O)NC1c1cccc([N+](=O)[O-])c1 (stereo not given)	4%	11%	-22%	-3%	-4%	1.8%	7%	i	?
Cc1ccc(CNCc2cc(Cl)ccc2O)cc1	2%	8%	3%	2%	7%	1.0%	-25%	i	?
Cc1c(NC(=S)NC(=O)C(c2ccccc2)c2ccccc2)cccc1C(=O)O	7%	-5%	-2%	3%	-8%	-0.7%	-3%	i	-3
COCCNCCCOc1ccc(Cl)cc1Br	7%	7%	-7%	·	-1%	2.9%	-19%	i	?
CCn1nnnc1SCC(=O)c1ccc(NC(C)=O)cc1	10%	8%	-18%	1%	0%	2.7%	-3%	i	0
O=C(Nc1nnc(-c2ccccc2)s1)c1cc(S(=O)(=O)N2CCOCC2)c(Cl)cc1Cl	?	10%	-1%	?	-3%	0.0%	-1%	i	3

11 compounds already listed, sorted by molar mass, rising:
mol	MCF10A rerep	Nrf2 inh	TGFb inhibitor	ATXN2 expr inh	A549 viability	Nrf2 activator	HepG2 viability	ATXN viability	IL1B secr inh
Cc1ccc(CNCc2cc(Cl)ccc2O)cc1	2%	8%	3%	2%	7%	1.0%	-25%	i	?
CCOC(=O)C(C)Oc1ccc(=O)n(-c2ccccc2)n1 (stereo not given)	?	·	-8%	-6%	-1%	-0.6%	16%	i	11
CN(C)c1ccc(N=Nc2ccc(S(N)(=O)=O)cc2)cc1	0%	?	4%	42%[activator]	?	2.9%	-2%	i	-24
CCn1nnnc1SCC(=O)c1ccc(NC(C)=O)cc1	10%	8%	-18%	1%	0%	2.7%	-3%	i	0
O=C(CSc1nccc(=O)[nH]1)NCc1ccc(Cl)cc1	0%	5%	-2%	-20%	3%	0.3%	-31%	i	-2
COCCNCCCOc1ccc(Cl)cc1Br	7%	7%	-7%	·	-1%	2.9%	-19%	i	?
O=C1CN(C(=O)CNC(=O)c2ccccc2Cl)c2ccccc2N1	-5%	1%	-25%	-8%	5%	0.8%	3%	i	22
COC(=O)c1nn(-c2ccc(OC)cc2)c(=O)cc1Oc1ccccc1	0%	2%	-24%	2%	10%	-0.8%	1%	i	-16
Cn1c(=O)c(/C(N)=N/OC(=O)c2ccccc2)cn(-c2ccccc2)c1=O	5%	-21%	0%	-16%	1%	6.4%	23%	i	-4
CC(C)(C)NC(=O)CN(C(=O)CCC(=O)Nc1nccs1)c1ccc(F)cc1	-5%	-9%	0%	20%	1%	0.5%	-19%	?	0
COc1ccc(C[C@@H]2CN3C(=NC[C@@H]3C)N2C[C@H](C)NC(=O)CCC2CCCCC2)cc1	4%	20%	-7%	6%	-12%	3.2%	-1%	i	7

Going on with the list.
mol	MCF10A rerep	Nrf2 inh	TGFb inhibitor	ATXN2 expr inh	A549 viability	Nrf2 activator	HepG2 viability	ATXN viability	IL1B secr inh
Cc1cc(NC(=O)CSc2ccc3nnc(-c4cccc(F)c4)n3n2)no1	1%	-7%	7%	3%	0%	0.3%	-10%	i	12
O=C(Nc1cccc(NS(=O)(=O)c2ccc(S(=O)(=O)NC3CC3)cc2)c1)c1ccccn1	1%	-25%	-3%	0%	2%	0.0%	-54%	i	-23
CN1CCC(=O)N(CCSc2ccc(Br)cc2)CC1	?	20%&59%	-1%&-11%	13%	6%&14%	4.0%	-4%&-7%	i	-19
O=C(Cn1nnc(-c2ccccc2)n1)NC1CCS(=O)(=O)C1 (stereo not given)	1%	-2%	-2%	-6%	-2%	-0.8%	0%	i	2
COc1ccccc1Cc1c(C2CCCCC2)nc2c3ccccc3ccn12	·	·	·	-3%	·	10%	·	i	26
COc1ccc(-n2nc(C(=O)NCC(=O)NCCCN3CCN(C)CC3)c3ccccc3c2=O)cc1OC	-3%	?	-1%	-16%	0%	-0.1%	-88%	i	-8
COc1ccc(CCNC(=O)CCn2cccc2)cc1OC	18%	12%	19%	-7%	4%	2.7%	-27%	i	9
Cc1ccc2c(c1)-c1nc3ccccc3cc1C2=NC1CCCCC1	?	?	?	60%[activator]	-18%	6.1%[9.22 µM]	-40%	i	-25

Screening data deposited in PubChem BioAssay by National Center for Advancing Translational Sciences (NCATS).
